High-throughput results: PubChem BioAssay, several laboratories
Hsp70 act: Hsp70 transcriptional activators, primary screen, cell-based, HeLa, Hsp70 promoter luciferase, luminescence, 10 µM. HeLa Hsp70 promoter luciferase reporter; scaled: vehicle 0, proteasome-inhibitor control 100%. activation, % at 10 µM. 200,000 tested, 0.04% active. AID 1203, 2008;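 active = activation above the mean across all tested compounds plus 3 SD, cutoff set per campaign, cut at about 5.5% in these data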;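 note: 100% = MG132 at 30 µM as the positive control and 0% = DMSO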
FLuc stim CS: FLuc activators, initial screening, artefact control for FLuc-dependent activation tests, biochemical, ATPlite luminescence | ATPlite luciferase biochemical, 10 min; 0 = ATP-free wells, 1 = DMSO control | activation factor at 10 µM | AID 1027, 2008 | Luciferin 4-monooxygenase (Photinus pyralis), P08659 | 200,000 tested, under 10 active;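 active = luciferase activation factor, scaled between plate controls, of at least 2 with compound at 10 µM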
Target sequence (P08659 whole entry, looked up): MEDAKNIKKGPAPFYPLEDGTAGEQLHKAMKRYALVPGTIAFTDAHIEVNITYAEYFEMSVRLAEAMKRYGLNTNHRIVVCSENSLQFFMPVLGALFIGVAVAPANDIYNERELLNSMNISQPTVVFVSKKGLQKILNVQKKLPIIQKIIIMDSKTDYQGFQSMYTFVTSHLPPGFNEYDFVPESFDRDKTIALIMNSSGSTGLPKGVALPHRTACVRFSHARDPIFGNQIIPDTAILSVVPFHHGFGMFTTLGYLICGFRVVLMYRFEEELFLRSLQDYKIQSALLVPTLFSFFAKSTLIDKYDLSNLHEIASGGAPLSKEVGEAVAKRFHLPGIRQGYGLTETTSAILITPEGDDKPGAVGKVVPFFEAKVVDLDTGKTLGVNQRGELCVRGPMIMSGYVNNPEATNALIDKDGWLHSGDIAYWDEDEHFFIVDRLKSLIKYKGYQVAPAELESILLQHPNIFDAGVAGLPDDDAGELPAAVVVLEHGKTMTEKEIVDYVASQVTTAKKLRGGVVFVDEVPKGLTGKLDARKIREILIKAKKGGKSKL
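Assay system: Luciferase/luciferin reagent mix; Medium: PBS as buffer for the ATP substrate; Dosing: test compounds dosed from 2 mM stocks in 100% DMSO; Times: 10 min, room temperature; Signal: luminescence from luciferase reaction; Read-out: luciferase activation; Controls: No-ATP low control, compound-free enzyme-plus-ATP high control.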
APP 5'UTR act: activators of APP 5'UTR luciferase reporter, primary screen, SH-SY5Y cells; 190,000 tested, 1% active; AID 1276, 2008; activation, % at 2 µM; SH-SY5Y APP 5'UTR luciferase reporter, luminescence; zero percent = DMSO vehicle wells;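 active = activation above a set limit, based on mean plus 3 SD of controls, cut at about 140% in these data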; note: values of inactives mirror those of a sister screen read the other way
Efa HMGR inh: inhibitors of E. faecalis class II HMGR, primary screen, biochemical, Enterococcus faecalis | purified E. faecalis HMGR, NADPH absorbance 340 nm kinetic | 190,000 tested, 0.41% active | AID 1066, 2008 | inhibition, % at 10 µM | HMG-CoA reductase (Enterococcus faecalis, mvaE);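 active = inhibition above a set limit, the median over all tested compounds plus 3 SD, cut at about 9.5% in these data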;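 note: enzyme runs in reverse so mevalonate oxidation gives rising NADPH absorbance; 0% = complete reaction with DMSO and 100% = background rate lacking mevalonate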
G6PDH counter: L. mesenteroides G6PDH inhibitors, counter-screen for G6PDH-coupled screening assays, biochemical, Leuconostoc mesenteroides enzyme. inhibition, % at 5 µM. Purified L. mesenteroides G6PDH, diaphorase/resazurin coupled fluorescence, 45 min. AID 1020, 2008. 200,000 tested, 0.12% active. glucose-6-phosphate dehydrogenase [Leuconostoc mesenteroides]; in the data active = inhibition above about 50%
FLuc inhib CS: firefly luciferase enzyme inhibitors, primary screen, artefact control for luciferase-based inhibitor screens, biochemical, luminescence, ATPLite; 200,000 tested, 1.5% active; Luciferin 4-monooxygenase (Photinus pyralis), P08659; AID 1006, 2008; 10 min; inhibition, % at 10 µM;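 active = inhibition above about 50% when tested at 10 µM, limit read from the data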
NF-kB neuron act: activators of NF-kB expression in neurons, primary screen, cell-based, HTS; human neuronal cells, NF-kB reporter expression; stronger effect = higher value; fold change at 12.5 µM; 190,000 tested, 1.6% active; in the data active = fold change above about 3.3
APP transl inh: inhibitors of APP translation via 5'UTR reporter, primary screen, APP 5'UTR luciferase, SH-SY5Y cells; SH-SY5Y APP 5'UTR-luciferase reporter, luminescence; inhibition, % at 2 µM; 190,000 tested, 0.82% active; AID 1285, 2008;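 active = inhibition above a set limit, derived from the sample mean plus 3 SD, cut at about 45% in these data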; note: values of inactives mirror those of a sister screen read the other way
Redox H2O2 prof: compounds producing H2O2 with reducing agent – biochemical, NIH compound library profiling, artefact control for MLSCN library redox annotation, primary screen; DTT-dependent redox cycling H2O2, phenol red/HRP absorbance; 100% = 100 µM peroxide control, 0% = buffer; activation, % at 10 µM; 200,000 tested, 0.03% active; AID 878, 2007;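 active = activation of at least 50% relative to the plate's high and low controls in the primary single-dose screen; inactive = activation below 50%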;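 note: compound incubated with DTT at 0.8 mM final as the reducing agent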
STAT1 activator: STAT1 signaling activators, primary screen, cell-based, HTS, luciferase reporter | 200,000 tested, 2.6% active | activation (% of control), % at 5.5 µM | AID 932, 2007 | NIH 3T3 STAT1-luciferase reporter, IFN-gamma, luminescence; 100% = IFN-gamma alone, no compound;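 active = activation above the screen-wide mean activation plus 3 SD, cut at about 130% in these data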;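 note: raw ratio to IFN-gamma control signal so 100% means no change and 0% no light; values of inactives mirror those of a sister screen read the other way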
* hit, by the source's call; nt = not tested or not shown.

molecule,Hsp70 act,FLuc stim CS,APP 5'UTR act,Efa HMGR inh,G6PDH counter,FLuc inhib CS,NF-kB neuron act,APP transl inh,Redox H2O2 prof,STAT1 activator
NC(CC(=O)O)c1ccc(F)cc1 (stereo unspecified),0.0,1,4,-11,3,-1,1.1,-4,0.4,100
CN1C(=O)C(O)(CC(=O)c2cccs2)c2ccccc21 (stereo unspecified),0.0,1.1,4,-2,24,-5,0.99,-4,-0.5,102
Oc1oc(C=Nc2ccc(F)cc2F)c2ccccc12,-0.4,1,5,0,12,0,1,-5,-0.6,95
CC(C)(C)c1ccc(/C=N/OCC(=O)NCc2ccccc2)cc1,-0.2,1,-9,-4,10,-3,0.88,9,-0.7,96
Cc1ccc(NC(=O)CC2S/C(=N/N=C/c3ccco3)NC2=O)cc1Cl (stereo unspecified),-0.1,1.1,-2,-4,8,-5,0.93,2,-0.6,101
O=C(COC(=O)c1cc(F)cc(F)c1)Nc1cccnc1Cl,0.0,1,24,4,4,-2,0.98,-24,0.4,104
CCCNC(=S)NCc1ccc(Cl)cc1,-0.1,1,-18,-2,12,-4,1.1,18,-0.3,96
COc1cc(C2c3c(oc4c(C)cc(C)cc4c3=O)C(=O)N2Cc2cccnc2)cc(OC)c1OC (stereo unspecified),-0.2,nt,6,nt,nt,nt,nt,-6,0.8,101
CC(C)(C)n1nc2c(c1NC(=O)c1cccs1)CS(=O)C2 (stereo unspecified),-0.3,1,-30,-5,5,-4,1.2,30,2.9,104
c1ccc(OCCN2CCN(Cc3nc(-c4ccc5c(c4)OCO5)no3)CC2)cc1,-0.3,1,13,4,9,-3,0.87,-13,0.4,104
COc1ccc2c(c1)C1(Nc3ccccc3-c3nc4ccccc4n31)C(=O)N2C (stereo unspecified),0.3,1.1,-1,-4,-6,-9,1.3,1,-3.6,94
CSCCC(NS(=O)(=O)c1ccccc1F)C(=O)NC(C)c1ccccc1 (stereo unspecified),-0.2,1.1,23,-2,4,-6,0.87,-24,0.1,98
O=C(O)CCC(=O)NCc1cn(-c2ccccc2)nc1-c1cccc(Br)c1,-0.2,1,2,0,10,-2,1.3,-2,-0.5,109
CCOc1ccc(OCC)c(NC(=O)C2CCCN(S(=O)(=O)c3cnc[nH]3)C2)c1 (stereo unspecified),-0.1,1.1,-21,-2,-1,-7,1.2,22,-0.8,97
Cc1cc(C)nc(Sc2nc(Nc3ccccc3)nc(Sc3nc(C)cc(C)n3)n2)n1,-0.2,1.1,18,-1,-1,-6,1.1,-18,0.0,100
O=C(NCCc1ccccc1)C1CCCN(S(=O)(=O)c2cccs2)C1 (stereo unspecified),-0.1,1,7,-3,-11,-3,1.1,-7,0.1,100
CCC(C)NC(=O)c1ccccc1NS(=O)(=O)c1ccc(OC)c(OC)c1 (stereo unspecified),-0.2,1,nt,1,-2,-4,1.3,-2,1.6,106
CCOC(=O)c1ccc(NS(C)(=O)=O)cc1,-0.3,1.1,-12,0,-7,-6,1.1,12,-0.1,101
COc1cccc(N(CC(=O)N/N=C(\C)c2cccs2)S(C)(=O)=O)c1,0.0,1.1,14,-4,1,-5,0.89,-14,-0.2,109
Cc1ncc([N+](=O)[O-])n1Cc1ccccc1,0.0,1,-6,-1,10,-1,0.95,6,-0.4,106
COc1cc(Cl)c(C)cc1NC(=O)COc1ccccc1[N+](=O)[O-],-0.1,1.1,10,1,2,-5,1.2,-10,-0.3,108
Cc1cc(N/N=C/c2ccccc2Br)nc2ccccc12,-0.3,1,22,2,-22,0,1.7,-22,0.0,102
CCCc1nc(NCc2ccco2)c(C#N)c2c1COC(C)(C)C2,-0.4,1,17,4,2,-2,1,-17,0.7,96
CCOC(=O)c1[nH]c(C)c(C(=O)N2CCN(C(=O)c3ccco3)CC2)c1C,0.1,1.1,1,-2,2,-8,0.97,-1,-0.7,95

Brought forward from above: 2 entries, then new ones.
molecule,Hsp70 act,FLuc stim CS,APP 5'UTR act,Efa HMGR inh,G6PDH counter,FLuc inhib CS,NF-kB neuron act,APP transl inh,Redox H2O2 prof,STAT1 activator
CCCc1nc(NCc2ccco2)c(C#N)c2c1COC(C)(C)C2,-0.4,1,17,4,2,-2,1,-17,0.7,96
CCOC(=O)c1[nH]c(C)c(C(=O)N2CCN(C(=O)c3ccco3)CC2)c1C,0.1,1.1,1,-2,2,-8,0.97,-1,-0.7,95
Cc1c(CN2CCCC(C(=O)c3cccc(OC(C)C)c3)C2)c(=O)n(-c2ccccc2)n1C (stereo unspecified),-0.1,1.1,-13,-7,7,-5,1,13,-0.4,108
CCC(C)NC(=O)COC(=O)c1cc([N+](=O)[O-])ccc1Sc1nc(C)cs1 (stereo unspecified),-0.3,1.1,-9,-4,12,-9,1.5,8,0.1,79
O=C(N/N=C/c1ccco1)c1cc(=O)[nH]c2ccccc12,-0.1,1.1,7,4,7,-7,1,-7,0.2,101
Nc1cc(=O)[nH]c(SCC(=O)NCC2CCCO2)n1 (stereo unspecified),-0.3,1,-8,1,2,-2,1.1,8,1.7,99
O=[N+]([O-])c1ccc2nc(/C=C/c3ccc(Cl)cc3)[nH]c2c1,0.1,0.8,136*,-5,-7,16,0.97,-136,-3.0,83
CCSc1ccccc1C(=O)n1nnc2ccccc21,-0.1,1.1,5,-2,-2,-6,0.85,-5,1.9,87
CC(NC(=O)C12CC3CC(CC(C3)C1)C2)c1ccc2c(c1)OCCO2 (stereo unspecified),-0.1,1.1,2,-4,-6,-11,0.9,-2,0.2,103
Fc1ccc(CSc2nnc(-c3ccncc3)o2)cc1,0.2,1.1,17,2,11,-9,0.95,-17,0.6,89
c1ccc(-c2noc(CN3CCCC(OCc4ccccn4)C3)n2)cc1 (stereo unspecified),-0.1,1.1,13,-3,24,-8,1,-13,-0.3,109
O=C(Nc1ccc(F)cc1)c1ccc2nc[nH]c2c1,-0.1,0.8,-6,3,1,16,0.94,6,-3.0,123
O=S(=O)(NCCCCCNS(=O)(=O)c1ccccc1)c1ccccc1,-0.7,1.1,-20,2,24,-6,1.2,20,2.6,99
COc1ccc(NC(=O)Nc2cccc(F)c2)c(OC)c1,0.0,1,-4,7,-1,-2,1.3,4,-0.1,116
COC(=O)CN1C(c2ccc(OC)cc2)=Nc2ccc(Cl)cc2C1c1ccccc1 (stereo unspecified),-0.4,1.1,-8,-5,-8,-8,1.4,8,-0.1,96
COC(=O)CCC(=O)NC(=S)Nc1ccc(S(=O)(=O)N2CCCC2)cc1,-0.3,1,25,0,3,-4,1.7,-25,-0.8,98
CC(=O)N(c1c(C)n(C)n(-c2ccccc2)c1=O)C1(C(=O)NC2CCCC2)CCCCC1,-0.3,1.1,-4,0,-2,-6,0.92,4,-2.6,95
COc1ccc(S(=O)(=O)N2CCCCC2)cc1NC(=O)C1CCCO1 (stereo unspecified),-0.1,1,-21,-1,4,-1,1.1,21,-0.4,101
CN1C(=O)C(=O)N(CC(=O)N2CCc3ccccc32)C1=O,-0.2,1,-11,-8,12,2,0.88,11,2.4,101
CCN(CC)CCCn1c(=S)[nH]c2ccccc2c1=O,1.8,1.1,-4,0,10,-9,0.96,4,2.2,97
CCS(=O)(=O)N1N=C(c2ccccc2)CC1c1ccc2nccnc2c1 (stereo unspecified),-0.4,0.9,-8,-2,5,5,1,8,-0.2,93
COc1ccc2cc(C(C)=O)c(=O)oc2c1,-0.2,1,-20,-1,13,0,1.1,20,-0.3,99
CC1=CC(C)(C)Nc2ccc(OC(=O)CN3C(=O)c4cccc5cccc(c45)C3=O)cc21,0.1,1.1,4,0,45,-8,1.2,-4,-3.5,93
COCCNC(=O)c1ccccc1NC(=O)c1cc(OC)cc(OC)c1,-0.6,1.1,-12,0,1,-6,0.82,12,-0.5,92
CCCn1c(=N)n(CC(=O)OCC)c2ccccc21,-0.3,1,8,1,3,-3,0.97,-8,3.1,99
COc1cccc(NC(=O)CSc2nnc(Cn3nnc4ccccc43)n2C)c1,-0.2,1,nt,2,2,-2,1,41,0.4,105
O=C(NNc1ccccn1)c1ccc(Cl)nc1,-0.1,1.1,-10,-1,3,-7,0.96,10,0.6,101
Cc1ccc2[nH]cc(CCNC(=O)c3ccc([N+](=O)[O-])cc3)c2c1,-0.3,1,18,-1,-4,-1,1,-18,0.3,101
CCC(CC)NC(=O)CCc1nc2ccccc2c(=O)[nH]1,-0.3,1.1,7,-4,3,-9,1.7,-7,-1.8,103
Cc1ccc(NC(=O)c2cc(=O)c3ccccc3o2)c(C)c1,0.4,1,29,0,2,0,1.5,-29,0.2,111
CCCOc1ccc(Cn2c(=O)oc3ccc(C)cc32)cc1OC,-0.1,1.1,10,-11,3,-6,0.98,-10,2.1,87
CN(C)c1ccnc(Oc2ccc(C(C)(C)C)cc2)c1C#N,-0.1,1,19,-1,-16,-3,2.6,-19,0.8,115
Cc1cc(C)n(-c2ncc(C#N)cn2)n1,-0.1,1.1,12,0,15,-6,0.99,-12,-0.3,94
COc1cc2c(cc1NC(=O)c1ccco1)CCCC2,0.1,0.9,18,-9,6,12,1.8,-18,0.1,119
CCOc1cccc2cc(C(=O)NCc3cccnc3)c(=O)oc12,-0.4,1,-5,-3,-1,-4,1.4,5,2.6,105
Cc1cc(C)cc(OCC(=O)OCC(=O)NCCC2=CCCCC2)c1,-0.3,1.1,-10,-2,4,-5,1.2,10,-0.4,102
COc1ccc(C(=O)Nc2cccc(S(C)(=O)=O)c2)cc1,0.1,0.9,-3,-3,1,10,1.3,3,0.0,97
COc1ccc(CCCc2nnc(SCC(=O)Nc3ncc(C)s3)o2)cc1,-0.1,1,12,-2,-3,-2,1.2,-12,2.8,97
COc1cc2cc(C(c3nnnn3C(C)(C)C)N3CCc4ccccc4C3)c(=O)[nH]c2cc1OC (stereo unspecified),0.1,1.1,6,-4,5,-6,0.75,-6,0.6,79
CCCc1nc(NCC2CCCO2)c2nnn(Cc3ccccc3)c2n1 (stereo unspecified),-0.3,1.1,-8,-5,19,-5,1.2,8,-0.4,92
CCOC(=O)c1[nH]c(C)c(/C=N/O)c1C,-0.6,1.1,22,-7,7,-7,2.7,-22,2.6,102
COc1ccc(S(=O)(=O)N(C)CC(=O)Nc2ccc(C)cc2)cc1OC,0.3,1,-3,-5,6,-1,1.3,3,-1.1,94
CC(C)(C#N)C(C)(C)c1nn[nH]n1,-0.3,1,7,0,5,-3,1.1,-7,-0.2,99
